Source: PubChem (National Center for Advancing Translational Sciences (NCATS))
USP1 inh: blocks the human USP1/UAF1 deubiquitinase complex. O94782. recombinant USP1/UAF1, Ub-Rhodamine cleavage fluorescence. Potency, µM (top dose mostly 57.1 µM), for the others: top-dose activity change, negative = inhibition, hits mostly inhibitors. actives 0.23% (n = 390,000). AID 743255; further: potency means the concentration at half of the fitted maximal effect; on the % scale 0 is the no-effect control and ±100 the full control effect; nearly all actives have a fitted effect of over 60% in size; inactives centre near -12
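In this screen, compounds sit with the deubiquitinase complex (1nM) for 15 min at room temperature before Ub-Rho is added at 150nM final. Fluorescence rise is then followed for 6 reads every 60 seconds.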
Vif-APOBEC3F blk: inhibitors of Vif-A3F interaction. HeLa A3F-eYFP + Vif (tagged APOBEC3F with the HIV-1 protein that degrades it), YFP fluorescence increase. Potency, µM (doses to about 46.1 µM), without a hit: at the top dose activity, negative = active. actives 0.2% (n = 390,000); further: potency means the concentration at half of the fitted maximal effect; % of control where 0% means no effect; nearly all actives have a fitted effect of over 65% in size
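HeLa cells stably expressing A3F-eYFP plus Vif, plated and incubated overnight at 37 deg C, then exposed to compounds overnight at 37 deg C. Blocked degradation read as raised yellow fluorescence (Ex 488/Em 500-530).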
TrxR1 inh: rat TrxR1 inhibition | O89049 | recombinant rTrxR1, NADPH fluorescence consumption, selenite substrate | Potency, µM (doses to about 114 µM), for inactives: at the top dose activity change, negative = inhibition, hits mostly inhibitors | actives 1% (n = 390,000) | AID 588453; further: potency means the concentration at half of the fitted maximal effect; on the % scale 0 is the no-effect control and ±100 the full control effect; nearly all actives have a fitted effect of over 65% in size
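Rat TrxR1 (90 nM in the dispensed reagent) was pre-reduced with 400 uM NADPH for 5 min at room temperature, then incubated with compound for 15 min. After 400 uM selenite was added, NADPH fluorescence (Ex 340/Em 450 nm) was followed for 8 min.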
RGS4 inh: human RGS4 inhibition; P49798; Transcreener GDP fluorescence polarization, RGS4-accelerated GTP hydrolysis; Potency, µM (series often up to 114 µM), without a hit: top-dose activity change, negative = inhibition, usual class: inhibitors; actives 0.039% (n = 390,000); AID 504845; further: potency means the concentration at half of the fitted maximal effect; on the % scale 0 is the no-effect control and ±100 the full control effect; nearly all actives have a fitted effect of over 75% in size; some results filed as inactive show a strong effect at the top dose
Target sequence (P49798 whole entry, looked up): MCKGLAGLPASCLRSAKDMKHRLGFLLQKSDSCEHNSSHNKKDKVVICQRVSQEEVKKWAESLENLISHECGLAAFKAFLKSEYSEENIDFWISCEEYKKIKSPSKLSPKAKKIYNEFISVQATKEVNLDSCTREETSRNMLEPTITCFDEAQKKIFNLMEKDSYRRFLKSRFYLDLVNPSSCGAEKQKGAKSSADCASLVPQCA
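MLSMR compounds (23 nl, pin-transferred) preincubated 10 min at room temperature with a 500nM (2x) first reagent, then RGS4 at 900nM (2x) plus Transcreener GDP mix added; fluorescence polarization (620/688 nm) read before and after 90 min at 30 °C.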
Vif-A3G inh: inhibitors of Vif-APOBEC3G interaction; Q9HC16; HeLa A3G-eYFP + Vif (tagged APOBEC3G with the HIV-1 protein that degrades it), YFP fluorescence, overnight; Potency, µM (top dose mostly 46.1 µM), inactives show at the top dose activity, negative = active, usual class: inhibitors; actives 0.076% (n = 410,000); AID 602310;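 further: potency means the concentration at half of the fitted maximal effect; on the % scale 0 is the no-effect control and ±100 the full control effect; nearly all actives have a fitted effect of over 60% in size; hits raise eYFP signal because A3G escapes Vif-driven loss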
Target sequence (Q9HC16 whole entry, looked up): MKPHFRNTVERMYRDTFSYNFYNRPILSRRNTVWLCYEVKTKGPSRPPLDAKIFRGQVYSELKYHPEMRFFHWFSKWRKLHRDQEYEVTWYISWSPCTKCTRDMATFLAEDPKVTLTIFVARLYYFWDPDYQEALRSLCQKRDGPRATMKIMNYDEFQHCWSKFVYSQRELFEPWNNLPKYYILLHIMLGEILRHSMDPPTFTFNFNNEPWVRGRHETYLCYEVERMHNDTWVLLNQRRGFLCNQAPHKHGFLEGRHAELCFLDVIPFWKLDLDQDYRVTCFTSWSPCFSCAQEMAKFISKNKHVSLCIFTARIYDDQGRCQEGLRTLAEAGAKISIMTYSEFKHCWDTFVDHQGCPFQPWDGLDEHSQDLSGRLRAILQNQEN
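Read-out is eYFP fluorescence (Ex 488/Em 500-530) from Vif-expressing HeLa A3G-eYFP cells; more signal means A3G escaped Vif-mediated degradation. Cells plated overnight, compound pinned in, incubated overnight at 37 deg C.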
LDHA inh: blocks human lactate dehydrogenase A; P00338; purified LDHA, NADH/diaphorase-resazurin fluorescence; hits give low values; activity change, % (values are at about 110 or 230 µM); actives 0.15% (n = 480,000); in the data active means activity change below about -30%; inconclusive means mostly about -25% to -30%;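 further: plate controls were DMSO wells for no effect and wells without enzyme for full effect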
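Human LDH5 (2 nM) was incubated with 0.06 mM NADH and 0.2 mM pyruvate for 5 min at room temperature in Tris pH 7.4. Remaining NADH was coupled through diaphorase/resazurin, and resorufin fluorescence was read at 0 and 20 min.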
TrxR1 substrate: substrates of rat thioredoxin reductase 1 | purified TrxR1 substrate turnover, NADPH consumption readout | AID 588456 | Potency, µM (top dose mostly 114 µM), for inactives: top-dose activity change, negative = substrate turnover | actives 0.01% (n = 390,000) | O89049; further: potency means the concentration at half of the fitted maximal effect; on the % scale 0 is the no-effect control and ±100 the full control effect; nearly all actives have a fitted effect of over 50% in size
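Rat TrxR1, dispensed at 90 nM, was prereduced with 400 uM NADPH (final) for 5 min at ~22 deg C, then incubated with compound 15 min before 400 uM selenite. A first-read NADPH fluorescence drop versus no-compound background flagged substrates.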
Glioma ERSR ind: inducers of ER stress response in human glioma cells. U87-MG GRP78 promoter luciferase reporter, 16 h. Potency, µM, for the others: at the top dose activation, actives largely listed as activators. actives 0.02% (n = 420,000). AID 602332; further: potency means the concentration at half of the fitted maximal effect; series mostly up to about 76 µM; % of control where 0% means no effect; nearly all actives have a fitted effect of over 35% in size
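Stably transfected U87-MG glioma cells carrying a GRP78-based luciferase sensor; 16 h compound incubation. Luminescence end-point read 10 min after Bright-Glo addition at room temperature.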
mIDH1 inhibitor: human IDH1 R132H inhibition. IDH1-R132H enzyme, NADPH consumption, diaphorase/resazurin fluorescence. Potency, µM (top dose mostly 76.6 µM), for inactives: at the top dose activity change, negative = inhibition, usual class: inhibitors. actives 0.093% (n = 390,000); further: potency means the concentration at half of the fitted maximal effect; on the % scale 0 is the no-effect control and ±100 the full control effect; nearly all actives have a fitted effect of over 65% in size
Target sequence (O75874 whole entry R132H, stated change not applied): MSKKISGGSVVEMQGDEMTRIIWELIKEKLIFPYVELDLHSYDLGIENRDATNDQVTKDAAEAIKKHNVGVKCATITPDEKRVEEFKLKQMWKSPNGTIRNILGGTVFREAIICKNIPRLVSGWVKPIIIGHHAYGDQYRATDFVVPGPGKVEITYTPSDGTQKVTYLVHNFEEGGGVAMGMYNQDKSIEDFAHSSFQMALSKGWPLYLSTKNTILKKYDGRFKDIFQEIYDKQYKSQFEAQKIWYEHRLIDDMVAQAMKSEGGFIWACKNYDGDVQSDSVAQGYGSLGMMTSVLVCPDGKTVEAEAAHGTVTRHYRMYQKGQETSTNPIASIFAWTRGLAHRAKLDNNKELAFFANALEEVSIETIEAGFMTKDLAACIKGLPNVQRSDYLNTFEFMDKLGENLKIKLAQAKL
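IDH1-R132H (0.5 ug/mL dispensed) in pH 7.5 Tris buffer was preincubated 30 min with compound, then given a substrate mix of 0.016 mM NADPH and 2 mM alpha-KG for 80 min at room temperature; remaining NADPH was read by diaphorase/resazurin fluorescence.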
* hit, by the source's call; ? = inconclusive; / = not tested or not shown; & = joins results of further samples; [ ] = remark or other dose. Unless noted, the call rests on the fitted dose curve; in most records, active means well fitted curve in the direction sought with a large enough effect; inconclusive means small, poorly fitted or top-dose-only effect, or another doubt; inactive means no such curve, though single readings can be large; an effect the other way counts as inactive or inconclusive. A portion of the library; count on the stated rates, not on these rows.

SMILES	USP1 inh	Vif-APOBEC3F blk	TrxR1 inh	RGS4 inh	Vif-A3G inh	LDHA inh	TrxR1 substrate	Glioma ERSR ind	mIDH1 inhibitor
COc1ccccc1-n1cnnc1SCC(=O)Nc1cccnc1Cl	-9%	11%	0%	31%	-1%	-19	-6%	-3%	-16%
CCC1(C(=O)OC)NC(c2ccccc2OC)C2C(=O)N(C)C(=O)C21 (stereo not given)	-9%	/	-7%	-30%	-4%	-1	-3%	-2%	-3%
O=C1C=CC(=O)N1CCCCCCN1C(=O)C=CC1=O	-9%	1%	0.71µM*	-140%	-14%	-9	6%	-14%	4%
Cc1cc2ccccc2n1-c1ccc(C(=O)N2CCC(C(=O)NCc3ccccc3Cl)CC2)s1	1%	0%	20%[57.1 µM]	5%	1%	-2	5%[57.1 µM]	-1%	14%
COCCNC(=O)Cn1c(=O)n(CCCCCC(=O)Nc2ccccc2)c(=O)c2sccc21	-4%&-6%	0%&-18%	21%&-3%	14%&13%	1%&-1%	-5&-8	0%	-2%&3%	1%&5%
CC(C)(CCl)C(=O)Nc1ccc(OC(F)(F)F)cc1	-18%	-21%	13%	-32%	1%	-5	2%	2%	-1%
COc1cccc(CNC(=O)c2cccnc2Sc2ccccc2)c1	-16%	2%	18%	11%	-5%	-3	6%	5%	0%
CC/C=C/C(=O)N1CC2(CC(c3cccc(NC(=O)COc4ccc(Cl)cc4)c3)=NO2)C[C@H]1C(N)=O (stereo not given in full)	-13%	2%	0%	12%	1%	1	-5%	-3%	7%
Cc1cc(=O)oc2cc(OC(C)C(=O)NCC3CCC(C(=O)O)CC3)ccc12 (stereo not given)	-21%	5%	2%	-24%	3%	3	42%[activator]	1%	5%
O=C(NCc1cccs1)C1CCCN1C(=O)Nc1ccccc1 (stereo not given)	1%	2%	17%[57.1 µM]	40%	-1%	-4	9%[57.1 µM]	-6%	2%
CC(C)CCC(CC(C)O)c1n[nH]c(=S)n1-c1ccccc1 (stereo not given)	-12%	-4%	-9%[57.1 µM]	-25%	-3%	-3	12%[57.1 µM]	-2%	4%
COCCn1c(=S)[nH]c2cc(C(=O)NC3CCCCC3C)ccc2c1=O (stereo not given)	-21%	-2%	/	/	2%	-8	/	-4%	1%
COc1cc(C2NC(=O)c3c(sc4c3CCN(C)C4)N2)ccc1OC(=O)c1ccccc1 (stereo not given)	?	-30%	7%	?	-14%	-1	13%	-2%	7%
CN(C)c1ccc(CNC(=O)c2sc3ncccc3c2-n2cccc2)cc1	-17%	1%	32%[57.1 µM]	-6%	-4%	4	6%[57.1 µM]	-5%	12%
Cc1ccccc1-c1nnc(CS(=O)(=O)c2ccccc2)o1	-5%	-8%	7%[57.1 µM]	-23%	-9%	2	5%[57.1 µM]	-8%	0%
CC(C)CC(=O)NC(=S)NCc1ccccc1	-3%	?	17%[57.1 µM]	-29%	1%	-4	14%[57.1 µM]	-3%	4%
Cn1cc(SCC(=O)Nc2ccc3c(c2)OCO3)c2ccccc21	-26%	-5%	17%[57.1 µM]	-15%	1%	4	-9%[57.1 µM]	-2%	11%
O=C(N/N=C/c1cccc(O)c1)c1cc(-c2ccccc2)nc2ccccc12	-32%	1%	27%	10%	?	3	4%	2%	-8%
Nc1cc(N)nc(SCC(=O)Nc2ccccc2N2CCOCC2)n1	-15%	-19%	12%	-7%	5%	-9	1%	-2%	-13%
CCCNC(=O)COC(=O)c1ccc(Cl)c(S(=O)(=O)N2CCCC2)c1	0%	4%	1%	23%	-1%	-8	-6%	-1%	2%
CC(=O)Nc1cccc(-c2cn3ccccc3n2)c1	5%	5%	9%[57.1 µM]	-22%	0%	-5	90%	7%	3%
CCc1cc2c(=O)c(-c3ccc4c(c3)OCCO4)c(C)oc2cc1OS(C)(=O)=O	-14%	-3%	10%	-12%	-28%	-4	-7%	-2%	-8%
CCCCC(=O)Nc1c(-c2cccc(OC)c2)c(=O)c2ccccc2n1C	-8%	2%	11%	30%	-5%	-8	2%	0%	-4%
CCN(CC)S(=O)(=O)c1ccc2c(c1)c(=O)c(C(=O)N1CCc3ccccc3C1)cn2C	-14%	?	-12%	21%	0%	-4	-8%	-4%	0%
CC(=O)c1ccc(NC(=O)C2C3C=CC(O3)C2C(=O)O)cc1 (stereo not given)	-23%	1%	-5%	12%	4%	0	-11%[57.1 µM]	2%	-9%

Profiles as entered above. Order of screens: USP1 inh | Vif-APOBEC3F blk | TrxR1 inh | RGS4 inh | Vif-A3G inh | LDHA inh | TrxR1 substrate | Glioma ERSR ind | mIDH1 inhibitor
Entry for COc1ccccc1-n1cnnc1SCC(=O)Nc1cccnc1Cl : -9% | 11% | 0% | 31% | -1% | -19 | -6% | -3% | -16%
Entry for CC(C)CCC(CC(C)O)c1n[nH]c(=S)n1-c1ccccc1 (stereo not given) : -12% | -4% | -9%[57.1 µM] | -25% | -3% | -3 | 12%[57.1 µM] | -2% | 4%

(listing goes on)
SMILES	USP1 inh	Vif-APOBEC3F blk	TrxR1 inh	RGS4 inh	Vif-A3G inh	LDHA inh	TrxR1 substrate	Glioma ERSR ind	mIDH1 inhibitor
O=C(CSc1nc2c([nH]c3ccccc32)c(=O)n1-c1cccc(C(F)(F)F)c1)N1CCCC1	-23%	4%	37%[activator][57.1 µM]	20%	1%	-15	5%[57.1 µM]	-3%	-5%
COc1ccc(NC(=O)c2cccc(N3CCCS3(=O)=O)c2)c(OC)c1	-13%	-2%	19%[57.1 µM]	20%	-3%	4	3%[57.1 µM]	1%	-11%
Cc1cc(Cl)cc(Cl)c1OCCOCCN(C)C	-12%	0%	3%	14%	-1%	-22	-2%	-6%	2%
COc1ccc(Cc2nc3ccc(C(=O)N(C)CC4COCCO4)cc3o2)cc1 (stereo not given)	-4%	4%	-12%	14%	-5%	1	-4%	2%	0%
O=C(COc1ccccc1)NCC(=O)NC1=NCCS1	-14%	3%	0%	-17%	2%	-2	-1%	-5%	0%
COc1ccc(C2CC3(CC(C)(C)NC(SC)=N3)Oc3cc(O)cc(C)c32)cc1 (stereo not given)	-14%	4%	-6%	-33%	0%	-3	-4%	-6%	3%
COc1ccccc1N1CCN(Cc2ccsc2)CC1	1%	-1%	19%	29%	0%	-6	3%	-3%	3%
COc1cc(OC)c(NC(=O)CN(C)S(=O)(=O)c2ccc3[nH]c(=O)oc3c2)cc1Cl	-12%	-1%	3%	-22%	-1%	0	-1%	-5%	0%
CCOC(=O)CCNCc1ccc(F)cc1	-28%	8%	16%[57.1 µM]	18%	6%	-7	5%[57.1 µM]	-4%	3%
CCOC(=O)CNC(=O)COc1coc(CN2CCN(Cc3ccccc3)CC2)cc1=O	-22%	-17%	14%	-20%	-4%	-1	14%	-3%	1%
CCc1ccc(C(=O)c2cnc3ccc(OC)cc3c2N2CCN(CC)CC2)cc1	-12%	0%	11%[57.1 µM]	-1%	1%	0	5%[57.1 µM]	-3%	6%
Cc1ccc(C)c(NC(=O)C2CCN(c3nn4c(=O)cc(C)nc4s3)CC2)c1	-22%	4%	-4%	5%	3%	-10	-1%	-2%	0%
O=c1c2ccccc2n2cnnc2n1-c1ccccc1	-12%	/	14%	18%	0%	-7	6%	-6%	1%
COc1cnc(-c2ccccn2)nc1Sc1c(Cl)cccc1Cl	-10%	-2%	30%	13%	-1%	-15	8%	2%	-1%
C(=N\Nc1nc(Nc2ccccc2)nc(Nc2ccccc2)n1)/c1cccnc1	-18%	4%	19%	-22%	-18%	-15	6%	0%	1%
CN(C)C(=O)c1ccc(NC(=O)c2ccccc2SCC(=O)N2CCCC2)cc1	-20%	12%	-5%	-10%	0%	-10	-5%	1%	2%
Cc1ccc(C(=O)N/C(=C/c2ccc(C(C)C)cc2)C(=O)NCCCN2CCOCC2)cc1	-20%	9%	20%	10%	0%	-1	3%	-1%	2%
Cc1cc(NC(=O)c2ccc(OCC3CCCO3)cc2)ccc1Br (stereo not given)	-14%	0%	/	/	-2%	-7	/	-2%	-4%

Part of the list above, bar-delimited:
mol | USP1 inh | Vif-APOBEC3F blk | TrxR1 inh | RGS4 inh | Vif-A3G inh | LDHA inh | TrxR1 substrate | Glioma ERSR ind | mIDH1 inhibitor
COc1ccc(NC(=O)c2cccc(N3CCCS3(=O)=O)c2)c(OC)c1 | -13% | -2% | 19%[57.1 µM] | 20% | -3% | 4 | 3%[57.1 µM] | 1% | -11%
Cc1ccc(C(=O)N/C(=C/c2ccc(C(C)C)cc2)C(=O)NCCCN2CCOCC2)cc1 | -20% | 9% | 20% | 10% | 0% | -1 | 3% | -1% | 2%
C(=N\Nc1nc(Nc2ccccc2)nc(Nc2ccccc2)n1)/c1cccnc1 | -18% | 4% | 19% | -22% | -18% | -15 | 6% | 0% | 1%
COc1ccc(C2CC3(CC(C)(C)NC(SC)=N3)Oc3cc(O)cc(C)c32)cc1 (stereo not given) | -14% | 4% | -6% | -33% | 0% | -3 | -4% | -6% | 3%
COc1ccccc1N1CCN(Cc2ccsc2)CC1 | 1% | -1% | 19% | 29% | 0% | -6 | 3% | -3% | 3%
